Assay outcomes deposited in PubChem BioAssay by Sanford-Burnham Center for Chemical Genomics.
EphA4 KYL inhibition = EphA4 ligand-binding antagonists – biochemical, colorimetric, mouse EphA4, primary screen (AID 689); EphA4-AP binding to KYL peptide, pNPP A405; higher % means a stronger effect; inhibition, % at 10 µM, or IC50 in µM where a hit was titrated; 0.1% of 62,000 active; in the data active means a potency from the dose series; inactive means the rest, 99 in 100 with inhibition below about 22%
Starred values were filed as active, the others as inactive; & = joins results of further samples.

SMILES	EphA4 KYL inhibition
CCCN1C(=O)SC(CC(=O)Nc2ccccc2)C1=O (stereo unspecified)	3%
CC(C)(CC(=O)N1CCN(c2ccc(Cl)cc2)CC1)CC1=NS(=O)(=O)c2ccccc2N1	-10%
CCOC(=O)COc1ccc(/C=C/[N+](=O)[O-])c(OCC(=O)OCC)c1	-9%
CCOC(=O)c1c(NC(=O)/C=C/c2ccc(C)o2)sc(C)c1C	-6%&2%
Cc1ccnc(NS(=O)(=O)c2ccc(NC(=O)C3CCCNC3=O)cc2)n1 (stereo unspecified)	-12%
O=C(COC(=O)CNC(=O)c1ccco1)NCCN1C(=O)CSC1=O	-10%
CCn1cc(S(=O)(=O)CC(=O)Nc2ccc(C)cc2)c2ccccc21	-6%
O=C1c2cccc3cccc(c23)C(=O)N1CCS(=O)(=O)OCC(F)(F)C(F)F	-1%
CCc1ccc(C(=O)Nc2cc3c(cc2Cl)OCCCO3)cc1	-2%
CC1=C(C)CC(C(=O)c2ccccc2)C(C(=O)O)C1 (stereo unspecified)	-6%
CC(C)OCCCNC(=O)c1ccc(CS(=O)(=O)Cc2ccccc2F)o1	-4%
CSCCC(NC(=O)c1ccc(=O)n(C)n1)c1nc2ccccc2[nH]1 (stereo unspecified)	-3%
Cn1cccc1CN1CCN(Cc2cc(Br)ccc2O)CC1	5%
COCCCn1cnc2oc3nc4ccccc4nc3c2c1=O	6%
COc1ccc(OC)c(CCNC(=O)CN2C(=O)CC(C)(C)S(=O)(=O)c3ccccc32)c1	-4%
O=C(CCS(=O)(=O)c1ccc(Cl)cc1)N1CCN(c2ccccc2F)CC1	4%
CN(C(=O)c1cnc2n(c1=O)CCS2)C1CCCCC1	-11%
CSCCC(NS(=O)(=O)c1ccc2c(c1)oc(=O)n2C)C(=O)NC1CCCc2ccccc21 (stereo unspecified)	-9%
O=C1C(C=NCCCN2CCCC2=O)=C(O)c2ccccc21	9%
COc1ccc(NC(=O)C2CCCN2S(=O)(=O)c2ccc3c(c2)CCC(=O)N3)cc1 (stereo unspecified)	-17%
COc1ccc(C(=O)Nc2ccc(Cl)cn2)cc1Br	9%
COc1ccc(C2Nc3ccccc3C(=O)N2c2ccc(C)cc2)cc1Cn1nnc2ccccc21 (stereo unspecified)	-2%
COC(=O)c1ccc(COC(=O)c2ccc(CS(=O)(=O)c3ccc(C)cc3)cc2)cc1	-12%
COc1ccc(C2=C/C(=C/c3ccco3)C(=O)O2)cc1	17%
Clc1ccc2oc(-c3cccnc3)nc2c1	-6%
Nn1c(SCC(=O)Nc2ccc3c(c2)OCO3)nnc1-c1ccc(Cl)cc1	-1%
Cc1ccc(Cl)cc1N(CC(=O)N1CCCCCC1)S(C)(=O)=O	7%
Cc1nc2ccccc2n1CC(=O)OCC(=O)NCCc1ccccc1	-9%
O=C(NCc1ccccc1)NC1CCCCC1	-25%
CCOC(=O)C1=C(CSc2nc(C)ccc2C#N)OC(N)=C(C#N)C1c1cccc(OC)c1OC (stereo unspecified)	4%
C=CCOC(=O)/C(=C\c1cccc2ccccc12)NC(=O)c1ccccc1	-16%
CCOc1ccc(S(=O)(=O)N(C)c2ccc(OCC(=O)Nc3ccc4[nH]c(=O)[nH]c4c3)cc2)cc1	-4%
CCN(CCNC(=O)Nc1ccc(Cl)cc1)c1ccccc1	-8%
COc1ccccc1N1C(=O)C2C(C1=O)C1C=CC2C12CC2 (stereo unspecified)	-7%
COc1ccc(C(=O)/C=C/Nc2ccccn2)cc1	-17%
CC(C)(C)c1nn(-c2ccccc2)c2[nH]c(=O)c(CNc3ccc4c(c3)OCCO4)cc12	-7%
COc1ccccc1C(=O)Nc1cccc(C(F)(F)F)c1	9%
COC(=O)c1cc(-c2ccc(OC)c(OC)c2)on1	-7%
O=C(NCCCn1ccnc1)c1ccc(Br)o1	-9%
CCOC(=O)CS(=O)(=O)c1ccccc1	6%
COc1ccc(C(=O)n2c(C)nc3ccccc32)cc1[N+](=O)[O-]	-2%
CC(=O)C1(O)C(C)CC2C3CCC4CC(O)CCC4(C)C3=CCC21C (stereo unspecified)	8%
Cc1cccc(N2CCN(c3ccc(NC(=O)/C=C(/C(=O)O)c4ccccc4)cc3)CC2)c1	-7%
CCCc1cc(=O)[nH]c(SCC(=O)OCc2ccccc2)n1	-16%
O=C(Cn1cc2c(n1)CCCC2)NCCCN1CCCC1	-4%
COC(=O)c1cc(-c2c(C)oc3cc(OC)ccc3c2=O)c(C)o1	-7%
Cc1ccnc(SCCn2c(N3CCC(C)CC3)nc3c2c(=O)[nH]c(=O)n3C)n1	-9%
COc1ccc(CN2CCN(C(=O)c3cccs3)CC2)cc1Br	-6%
Clc1ccc(N2COc3ccc4ccccc4c3C2)cc1	2%
COc1ccccc1NC1SC(=O)N(c2ccccc2)C1=O (stereo unspecified)	-6%
Clc1cccc(-c2nc(NCc3cccnc3)c3ccccc3n2)c1	-16%
CC1CN(CCCOc2ccccc2[N+](=O)[O-])CC(C)O1 (stereo unspecified)	-9%
CCOC(=O)c1cccc(NC(=O)c2ccco2)c1	-10%
Cc1cc(C)nc(SCc2nnc(SCC(=O)Nc3ccc(C)c(C)c3)o2)n1	-6%
COc1ccc(-c2cn3cccc(C)c3n2)cc1Br	0%
COc1ccccc1CN1C(=O)CN(C2CCCCCC2)C(=O)C1c1ccc(F)cc1 (stereo unspecified)	-4%
Cc1ccccc1C(=O)Nc1sc(C)c(C)c1C(=O)c1ccccc1	0%
CCc1ccccc1NC(=O)c1ccc(CN2CCC(Cc3ccccc3)CC2)cc1	0%
Cc1ccc[n+](-c2nc3ccccc3nc2C(=C=[N-])C#N)c1	-5%
c1ccn(-c2ncnc3sc4c(c23)CCCC4)c1	6%
(more compounds)
SMILES	EphA4 KYL inhibition
Oc1ccc(-c2nnc(SCC3CCCCC3)o2)cc1	-17%
Cc1ccc(N2C(=O)c3ccccc3NC2c2cccc(O)c2)cc1 (stereo unspecified)	14%
C=CCc1cccc(/C=N/N=C2c3ccccc3Cc3ccccc32)c1O	0%
COC(=O)C1=C(C)Nc2ccc(C)cc2S1	4%
Cc1nn(C)c(C)c1NC(=O)CSc1nc(C2CC2)nc2c1cnn2-c1ccccc1	-13%
COc1ccc(-c2nc(-c3cccc(C)c3)[nH]c(=O)c2C#N)cc1	-3%
CCCCN1C(=O)/C(=c2\sc3nc(=O)c(-c4ccccc4)nn3c2=O)c2ccccc21	-8%
COc1ccc(-c2c(S(=O)(=O)c3ccccc3)cnn2-c2ccccc2)cc1	1%
CCN(CC(=O)NCc1cccs1)S(=O)(=O)c1cccc(C(C)=O)c1	1%
Cc1ccc(NC(=O)C2CC(=O)N=C(N)S2)cc1Cl (stereo unspecified)	-1%
CN1Cc2sc(N)c(C#N)c2CC1(C)C	-2%
CCCCNC(=O)CS(=O)Cc1nc(-c2cccs2)oc1C (stereo unspecified)	10%
O=C(NC(=S)Nc1ccc(O)c(-c2nc3ccccc3o2)c1)c1ccco1	9%
COc1ccc(OCC(=O)NNC(=O)c2cccnc2)cc1	-7%
COc1cc(/C=C2/SC(=S)NC2=O)ccc1OC(=O)c1cccc(Br)c1	4%
C=CCNC(=O)c1onc(CSc2ccc(F)cc2)c1C(=O)NCCOC	-8%
CC(=O)Oc1ccc(-c2cccc(C(=O)NC(C)(C)C)c2)cc1	-7%
CCOc1ccc(N2CC(C(=O)NCCC3=CCCCC3)CC2=O)cc1 (stereo unspecified)	8%
CC1=C(C(=O)Nc2ccccc2)C(c2ccncc2)C(C#N)=C(SCC(=O)NC2CC2)N1 (stereo unspecified)	-4%
O=C1CCC(=O)c2oc3ccccc3c2N1	2%
Cc1ccc(C)n1CCN1CCN(C(=O)CSc2nc3ccccc3nc2N2CCOCC2)CC1	-3%
O=C(CC1NCCNC1=O)OCCCc1ccccc1 (stereo unspecified)	-3%
CCOC(=O)c1cnc2c(C#N)c(C)nn2c1-c1ccccc1	-4%
O=c1c2ccccc2nc(-c2ccccc2)n1Cc1ccco1	4%
Cc1ccc2c(c1)[nH]c1c(N3CCN(Cc4ccccc4)CC3)ncnc12	10%
O=S(=O)(c1ccccc1F)N(Cc1ccco1)Cc1nnc(-c2ccccc2Br)o1	-2%
O=C(Nc1nc(-c2ccccc2)c(-c2ccccc2)s1)c1ccc(S(=O)(=O)N2CCCC2)cc1	9%
O=C1C2ON(c3ccccc3)C(c3cccnc3)C2C(=O)N1Cc1ccccc1 (stereo unspecified)	0%
COc1ccccc1-c1nnc(SCC(=O)N2CCC(C)CC2)o1	-18%
CC(C)c1ccc(O)c(NC(=O)c2cccnc2)c1	-16%
CSc1cccc(NC(=O)CN2C(=O)c3ccccc3S2(=O)=O)c1	5%
CCOC1(OCC)C(c2ccc(N)cc2)C(C#N)(C#N)C1(OCC)OCC (stereo unspecified)	-8%
CCCS(=O)(=O)C(=C(Nc1ccc(OC)cc1)Nc1ccc(OC)cc1)S(=O)(=O)CCC	-4%
O=C(NCC(=O)N(CC1CCCO1)C1(C(=O)NC2CCCC2)CCCCC1)c1ccccc1 (stereo unspecified)	-1%
Cc1ccc(Nc2nc(N)nc(CSCCO)n2)cc1	-2%
N#CC1=C2C=Cc3ccccc3N2CCCC1=O	-8%
O=C(NCCN1CCCCC1)c1c(O)c2ccccc2[nH]c1=O	-37%
CC(=O)C(C(C)=O)C1=CC(=O)C(=O)c2ccccc21	-13%
O=S(=O)(NCc1cc(-c2ccccc2)no1)c1ccc(Cl)cc1	-23%
O=[N+]([O-])c1ccc2nc(/C=C/c3ccc(Cl)cc3)[nH]c2c1	-5%
Cc1c(C(=O)Nc2ccc(Cl)cc2)c2ccccn2c1C(=O)c1ccc([N+](=O)[O-])cc1	-4%
CCCn1c(=O)c(C(=O)NCc2ccncc2)c(O)c2ccccc21	-8%
CCC(=O)Nc1ccc2c(c1)C(=O)c1ccccc1C2=O	-7%
Cc1[nH]nc2nc(SCC(=O)NCC3CCCO3)n(-c3ccc(Br)cc3)c(=N)c12 (stereo unspecified)	-13%
COc1ccc(OC(C)C(=O)Nc2ccc(N(C)C)cc2)cc1 (stereo unspecified)	-2%
C=CCn1c(=O)c2ccccc2n2c(SCC(=O)N3CCCc4ccccc43)nnc12	-1%
Cc1ccc(C(=O)Nc2cccc(-c3cnc4ccccc4n3)c2)cc1	-8%
CCc1cc(C(c2ccc(F)cc2)N2CCOCC2)c(NC(=O)c2ccccc2)s1 (stereo unspecified)	4%
COc1ccc(S(=O)(=O)N=C2C=C(C)C(=O)C(C)=C2)cc1	-3%
Cc1cccc(CN2CCN(CC(=O)N3CCCC3)C2=O)c1	-32%
CCCCOc1ccc(/C(O)=C2/C(=O)C(=O)N(CCN(C)C)C2c2ccc(O)c(OC)c2)cc1 (stereo unspecified)	-10%
O=c1c2ccccc2nc2ccc(N3CCOCC3)nn12	-10%
CN1C(=O)C2(Nc3ccccc3-c3nc4ccccc4n32)c2ccccc21 (stereo unspecified)	-6%
O=C(CCN1CCN(Cc2ccccc2)CC1)Nc1cccc(Cl)c1	-24%
Cc1sc2c(c1C)c(=O)n(-c1ccccc1)c1nnc(C)n21	-9%
N/C(=N\OC(=O)CCC1CCCCC1)c1cccnc1	-7%
O=C(CCc1ccccc1)Nc1c(F)c(F)c(F)c(F)c1F	5%
Cc1ccc2ccccc2[n+]1CCCS(=O)(=O)[O-]	5%
COCCCN(C(=O)c1ccco1)c1nc(-c2cc(OC)ccc2OC)cs1	-7%
C=CCOc1ccccc1C1NC(=O)NC(C)=C1C(=O)NCc1ccccc1 (stereo unspecified)	-7%

Rewritten bar-delimited: entries from further up.
SMILES | EphA4 KYL inhibition
CCCn1c(=O)c(C(=O)NCc2ccncc2)c(O)c2ccccc21 | -8%
CCC(=O)Nc1ccc2c(c1)C(=O)c1ccccc1C2=O | -7%
Cc1[nH]nc2nc(SCC(=O)NCC3CCCO3)n(-c3ccc(Br)cc3)c(=N)c12 (stereo unspecified) | -13%
COc1ccc(OC(C)C(=O)Nc2ccc(N(C)C)cc2)cc1 (stereo unspecified) | -2%
C=CCn1c(=O)c2ccccc2n2c(SCC(=O)N3CCCc4ccccc43)nnc12 | -1%
Cc1ccc(C(=O)Nc2cccc(-c3cnc4ccccc4n3)c2)cc1 | -8%
CCc1cc(C(c2ccc(F)cc2)N2CCOCC2)c(NC(=O)c2ccccc2)s1 (stereo unspecified) | 4%
COc1ccc(S(=O)(=O)N=C2C=C(C)C(=O)C(C)=C2)cc1 | -3%
Cc1cccc(CN2CCN(CC(=O)N3CCCC3)C2=O)c1 | -32%
CCCCOc1ccc(/C(O)=C2/C(=O)C(=O)N(CCN(C)C)C2c2ccc(O)c(OC)c2)cc1 (stereo unspecified) | -10%
O=c1c2ccccc2nc2ccc(N3CCOCC3)nn12 | -10%
CN1C(=O)C2(Nc3ccccc3-c3nc4ccccc4n32)c2ccccc21 (stereo unspecified) | -6%
O=C(CCN1CCN(Cc2ccccc2)CC1)Nc1cccc(Cl)c1 | -24%
Cc1sc2c(c1C)c(=O)n(-c1ccccc1)c1nnc(C)n21 | -9%
N/C(=N\OC(=O)CCC1CCCCC1)c1cccnc1 | -7%
O=C(CCc1ccccc1)Nc1c(F)c(F)c(F)c(F)c1F | 5%
Cc1ccc2ccccc2[n+]1CCCS(=O)(=O)[O-] | 5%
COCCCN(C(=O)c1ccco1)c1nc(-c2cc(OC)ccc2OC)cs1 | -7%
C=CCOc1ccccc1C1NC(=O)NC(C)=C1C(=O)NCc1ccccc1 (stereo unspecified) | -7%

Additional results follow:
SMILES	EphA4 KYL inhibition
CC(C)CNC(=O)NC1C(NC(=O)NCC(C)C)N(C)C(=O)N1C (stereo unspecified)	5%
CN1CCN(C(=O)CN(c2cccc(Cl)c2)S(=O)(=O)c2ccccc2)CC1	-9%
CCC(=O)Nc1ccccc1C(=O)NC1CCCCC1	-1%
CC1C(C(=O)Nc2ccccc2)CCCC1(C)C(=O)O (stereo unspecified)	-4%
CCC(C)C(NC(=O)OCc1ccccc1)C(=O)OCN1C(=O)c2ccccc2C1=O (stereo unspecified)	-7%

Not all compounds are listed; rates above refer to the full screens.
